# Compound activity: PubChem BioAssay, National Center for Advancing Translational Sciences (NCATS)
# IL2 activator – activators of IL-2; IL-2 activation reporter assay, cell-based qHTS; stimulated with anti-CD3/CD4/CD28 beads; in transgenic mouse T cells; activation, % (series mostly up to about 46 µM); hit rate 0.065% among 360,000; AID 652025; in the data active = activation above about 50%; inconclusive = mostly about 30% to 49%; note: 0% is about no effect
#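 First, unstimulated transgenic mouse T cells were exposed to compound for 60 min. Next, anti-CD3/anti-CD4-coated beads with anti-CD28 were added. Finally, after 18 h at 37 degrees C, EGFP and DsRed were imaged.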
# PLK1 PBD inh – blocks phosphopeptide binding to human PLK1 polo-box domain; P53350; Plk1 PBD binding of FITC phosphopeptide, fluorescence polarization; Potency, µM, without a hit: max response, negative = inhibition, usual class: inhibitors; hit rate 2.8% among 360,000; note: potency is the fitted concentration of half-maximal effect; series mostly up to about 57 µM; % is set by controls: 0 for no effect and ±100 for the full control effect; nearly all actives have a fitted effect of over 65% in size
# Target sequence (P53350 whole entry, looked up, the tested form may be a part): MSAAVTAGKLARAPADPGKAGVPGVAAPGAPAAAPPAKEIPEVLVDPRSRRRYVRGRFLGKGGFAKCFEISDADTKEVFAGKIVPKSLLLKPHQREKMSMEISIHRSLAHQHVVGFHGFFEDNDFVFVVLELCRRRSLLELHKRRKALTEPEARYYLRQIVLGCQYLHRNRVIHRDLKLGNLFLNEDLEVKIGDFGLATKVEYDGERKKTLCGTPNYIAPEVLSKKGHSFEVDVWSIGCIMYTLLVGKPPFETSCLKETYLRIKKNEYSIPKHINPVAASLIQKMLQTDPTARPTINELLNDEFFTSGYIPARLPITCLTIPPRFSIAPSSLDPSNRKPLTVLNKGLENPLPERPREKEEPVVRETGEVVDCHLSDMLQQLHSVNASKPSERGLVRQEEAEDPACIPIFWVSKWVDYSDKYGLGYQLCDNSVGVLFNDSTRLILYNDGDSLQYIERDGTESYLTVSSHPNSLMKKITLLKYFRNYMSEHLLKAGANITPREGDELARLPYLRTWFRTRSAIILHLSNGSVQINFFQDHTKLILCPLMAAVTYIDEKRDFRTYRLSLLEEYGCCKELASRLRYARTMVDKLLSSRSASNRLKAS
# Abeta rescue – restores growth of yeast expressing A-beta42 peptide; yeast expressing A-beta42, growth rescue, OD600, 48 h; response scale: 0% DMSO, 100% iron-clioquinol control; Potency, µM (doses to about 46.1 µM), without a hit: top-dose growth rescue, usual class: activators; hit rate 0.063% among 410,000; note: potency is the fitted concentration of half-maximal effect; nearly all actives have a fitted effect of over 55% in size
#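 Yeast A-beta toxicity model in growth medium with pinned compounds, 48 h at 30 C; growth read as absorbance at 600 nm. Normalized to FeCl3/clioquinol equimolar mix (positive) and DMSO (negative).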
# aSyn rescue – inhibitors of alpha-synuclein toxicity in yeast; Yeast expressing alpha-synuclein, growth rescue, BacTiter-Glo, 24 h; Potency, µM (highest dose often 46.1 µM), for the others: top-dose growth rescue (activation), actives largely listed as activators; hit rate 0.14% among 370,000; note: potency is the fitted concentration of half-maximal effect; % of control where 0% means no effect; nearly all actives have a fitted effect of over 65% in size
#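 Galactose-induced alpha-syn yeast (OD600=0.02, raffinose-pregrown) + pinned cpd, 24 hr, 30 deg C; growth by BacTiter-Glo luminescence. Growth restoration scores as activation.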
# PI5P4K alpha inh – PI5P4K alpha (human) kinase inhibition; P48426; AID 652105; max response, %; PI5P4Kalpha enzyme, ADP-Glo luminescence, 60 min; stronger effect = lower value; hit rate 1.2% among 330,000; active = max response of -50% or lower; inconclusive = between -30% and -50%; inactive = -30% or higher; note: value at the top dose of about 77 µM; % is set by controls: 0 for no effect and ±100 for the full control effect
# Target sequence (P48426 whole entry, looked up): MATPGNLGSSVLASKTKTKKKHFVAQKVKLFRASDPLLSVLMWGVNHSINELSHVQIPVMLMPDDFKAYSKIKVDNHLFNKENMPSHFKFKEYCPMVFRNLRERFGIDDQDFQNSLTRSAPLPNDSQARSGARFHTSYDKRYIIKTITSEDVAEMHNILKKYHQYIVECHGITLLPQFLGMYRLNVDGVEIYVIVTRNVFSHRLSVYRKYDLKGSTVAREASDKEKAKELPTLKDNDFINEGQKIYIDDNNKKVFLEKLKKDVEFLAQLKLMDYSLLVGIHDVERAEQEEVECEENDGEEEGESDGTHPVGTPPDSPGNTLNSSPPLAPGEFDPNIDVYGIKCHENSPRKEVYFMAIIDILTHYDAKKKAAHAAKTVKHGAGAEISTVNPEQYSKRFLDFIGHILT
#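 PI5P4Kalpha ADP-Glo assay; 5 microM ATP final; 60 min RT reaction; HEPES pH 7.4/EGTA/CHAPS, 5% DMSO; controls lacking substrate or enzyme; luminescent end-point.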
# WRN inhibitor – WRN helicase (human) inhibition. Q14191. AID 651768. WRN helicase unwinding, fluorescent forked duplex, kinetic. Potency, µM (series often up to 114 µM), without a hit: at the top dose activity change, negative = inhibition, actives largely listed as inhibitors. hit rate 0.46% among 360,000; note: potency is the fitted concentration of half-maximal effect; % is set by controls: 0 for no effect and ±100 for the full control effect; nearly all actives have a fitted effect of over 55% in size
#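 Enzyme (20 nM final) and test compound sit together 15 min at room temperature before substrate addition. Substrate is a single-forked duplex oligonucleotide (100 nM) labelled with fluorophore and quencher, with 2 mM ATP; helicase unwinding raises red fluorescence, read kinetically.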
# FUS suppressor – rescues growth of FUS-expressing yeast | Potency, µM (series often up to 76.6 µM), without a hit: top-dose growth rescue (activation), most hits filed as activators | hit rate 0.24% among 390,000 | S. cerevisiae FUS-expressing, growth rescue, OD600, 24 h;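 note: potency is the fitted concentration of half-maximal effect; plate controls were DMSO vehicle for no effect and reference control for full effect; nearly all actives have a fitted effect of over 55% in size; some results filed as inactive show a strong effect at the top dose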
#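 Steps: raffinose overnight preculture; dilution to OD 0.005 in 2% galactose minimal medium; compound addition (concentration series); 24hr at 30C, 99% humidity; absorbance read at 600 nm.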
# EPAC1 agonist – EPAC1 (human) agonism; O95398; EPAC1 agonist qHTS, biochemical assay; response scale: 100% = response to 6.5 mM cAMP; Potency, µM (titrated, usually from 154 µM), inactives show at the top dose activation, most hits filed as activators; hit rate 0.073% among 360,000; AID 720707; note: potency is the fitted concentration of half-maximal effect; nearly all actives have a fitted effect of over 60% in size
#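 Normalized to 6.5 mM cAMP, activity reflects EPAC1-catalysed release of BODIPY-GDP from Rap1B, followed kinetically over 30 min at 480 nm excitation, 540 nm emission. Reaction contained 100 nM EPAC1, 250 nM Rap1B-BODIPY-GDP, 50 uM GDP.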
# EPAC1 antag – antagonists of human EPAC1; EPAC1 GEF assay, Rap1b-BODIPY-GDP exchange fluorescence; Potency, µM (titrated, usually from 115 µM), for inactives: at the top dose activity change, negative = inhibition, actives largely listed as inhibitors; hit rate 0.14% among 360,000; AID 720709;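 note: potency is the fitted concentration of half-maximal effect; plate controls were vehicle for no effect and positive control for full effect; nearly all actives have a fitted effect of over 50% in size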
# An asterisk follows results filed as active; ? = inconclusive; · = no result given; [ ] = another dose, or the depositor's remark. Unless noted, calls come from the whole dose curve; as a rule, active = well fitted curve in the direction sought with a large enough effect; inconclusive = small, poorly fitted or top-dose-only effect, or another doubt; inactive = no such curve, though single readings can be large; an effect the other way counts as inactive or inconclusive.
Compound	EPAC1 agonist	FUS suppressor	IL2 activator	Abeta rescue	aSyn rescue	PI5P4K alpha inh	EPAC1 antag	WRN inhibitor	PLK1 PBD inh
CCOC(=O)c1[nH]c2ccc(Br)cc2c1NC(=O)CCN1CCCC(C)(C)C1	3%	·	0.7	1%	-1%	8	-16%	31%	-10%
CCC(=O)[C@@H](C)[C@@H](OC(C)=O)[C@H](C)C[C@@H](C)[C@H]1OC(=O)C[C@@]2(O)CC=C(C)C(O2)C(C)=CCCC[C@H](O[C@H]2C[C@@H](OC(N)=O)[C@H](OC(C)=O)[C@@H](C)O2)C=C[C@H](C)C[C@H]1C	-13%	10%	0.0	-8%	-9%	0	0%	-16%	-7%
CNS(=O)(=O)c1ccc(CCC(=O)N2CCN(c3ccccc3OC)CC2)cc1	8%	3%	-0.3	17%	1%	9	0%	-1%	-2%
COc1ccc(-c2nnc(N3CCC(C)CC3)c3ccccc23)cc1	-9%	·	1.0	-13%	-8%	18	-9%	3%	-5%
Cc1ccc(C(=O)Nc2ccccc2N2CCCCC2)cc1S(=O)(=O)N1CCOCC1	14%	13%	-5.0	14%	-1%	20	6%	-8%	-10%
Cn1c(=O)c2c(nc(CN3CCN(c4ccccc4)CC3)n2CCc2ccccc2)n(C)c1=O	2%	54%	0.6	6%	-5%	0	9%	-16%	-5%
COc1ccc(C(=O)Nc2ccc3ccccc3c2)c(OC)c1	6%	31%	-0.4	-24%	-6%	0	-8%	-6%	5%
OC(CN1CCOCC1)Cn1cnc2ccccc21 (stereo not drawn)	-7%	2%	2.6	1%	8%	7	-13%	4%	-2%
Cc1ccc(S(=O)(=O)NC(C(=O)Oc2ccc3c(C(F)(F)F)cc(=O)oc3c2)c2ccccc2)cc1 (stereo not drawn)	-6%	-10%	1.0	4%	-2%	-5	2%	3%	-8%
COc1ccc(-c2nc(-c3ccc(O)cc3O)cs2)cc1OC	21%	41%	-3.6	-25%	1%	-3	-12%	-21%	?
S=C(NCCCc1ccccc1)Nc1ccc(Cl)cc1	6%	·	0.0	-92%[inhibitor]	-67%[inhibitor]	28	-23%	-23%	10%
COCCn1c(SCC(=O)Nc2ccc3[nH]c(=O)[nH]c3c2)nc2ccccc2c1=O	4%	24%	1.8	-16%	-2%	-8	-6%	-19%	-13%
CC(C)c1ccc(S(=O)(=O)N2CCN(C(=O)Cc3ccsc3)CC2)cc1	-5%	47%	-5.6	23%	0%	-1	24%	-4%	-9%
COc1ccccc1NC(=O)c1ccccc1NS(=O)(=O)N1CCCC1	5%	11%	-2.0	-8%	-9%	·	11%	-6%	0%
Cc1ccc(C(=O)NC(C)c2ccc(-n3ccnc3)cc2)cc1 (stereo not drawn)	-1%	3%	2.7	-6%	4%	-1	?	5%	9%
CCN(CC)c1ccc(/C=N/NC(=O)c2ccco2)cc1	-1%	·	-0.2	25%	-20%	1	15%	-19%	4%
COC(=O)c1c(NC(=O)C(C)(C)C)csc1C	10%	-3%	3.1	-6%	2%	2	4%	0%	-3%
CCN(CCCNC(=O)C1CCN(S(=O)(=O)CC)CC1)c1cccc(C)c1	-3%	16%	-2.7	9%	-12%	·	16%	1%	-1%
CCOC(=O)c1c(C=O)c(C)n(Cc2ccccc2Cl)c1C	27%	?	-1.8	-12%	-3%	·	-19%	-15%	-12%
O=C1CCCN1c1ccc(C(=O)N(Cc2nnc(-c3ccccc3Cl)o2)C2CC2)cc1	-2%	51%	-3.6	-10%	1%	-1	6%	9%	-8%

# Next part:
Compound	EPAC1 agonist	FUS suppressor	IL2 activator	Abeta rescue	aSyn rescue	PI5P4K alpha inh	EPAC1 antag	WRN inhibitor	PLK1 PBD inh
CC(=C/c1ccccc1)/C=N/Nc1nc(N2CCOCC2)nc(N2CCOCC2)n1	5%	·	-0.2	-7%	16%	-4	3%	-21%	-4%
COc1ccc(N2CCN(Cc3cc(=O)oc4cc5c(cc34)CCCC5)CC2)cc1	1%	-1%	0.2	8%	-2%	-4	-5%	12%	-4%
COc1ccc(C(=O)NCCCCCCNC(=O)c2ccc(OC)cc2)cc1	-8%	3%	-4.3	-6%	1%	10	-3%	4%	4%
CC(=O)N1CCc2cc(S(=O)(=O)NCCC(=O)NCCc3ccc(C)cc3)ccc21	-4%	12%	-1.3	-10%	-4%	-2	-8%	3%	-9%
N#C/C(=C\c1ccccc1[N+](=O)[O-])C(=O)NC1CCCCC1	2%	4%	-2.5	27%	-68%[inhibitor]	-5	-4%	-2%	-15%
CCC1CCCCN1S(=O)(=O)c1ccc(S(=O)(=O)N(Cc2ccccn2)CC2CCCO2)cc1 (stereo not drawn)	7%	33%	-2.5	-18%	4%	11	13%	-4%	-7%
C=CCN1C(=O)N(c2ccc(F)cc2)C(=O)C1CC(=O)Nc1ccc(Cl)cc1 (stereo not drawn)	0%	13%	-0.2	0%	6%	4	-3%	-2%	6%
CSc1ncccc1C(=O)Nc1nnc(C2CC2)s1	5%	5%	-1.9	-20%	-6%	6	13%	-5%	4%
CCc1ccc(Nc2n[n+](-c3ccccc3)c(-c3ccc(OCc4ccccc4)cc3)s2)cc1	-7%	?	-0.6	-11%	0%	-15	8%	-5%	?
Cc1noc(C)c1S(=O)(=O)Nc1ccc2c(c1)C(=O)N([C@H](C)CO)C[C@H](C)[C@@H](CN(C)S(=O)(=O)c1ccccc1)O2	-1%	42%	-0.1	-11%	0%	3	-10%	-11%	-23%
CC1(C)CC(=O)c2cnn(-c3nc4ccccc4[nH]3)c2C1	2%	32%	-0.3	-42%[inhibitor]	-9%	·	2%	-6%	3%
COc1ccc(-c2c(C(=O)O)nc3ccccc3c2C(=O)O)cc1	10%	-1%	-1.0	-16%	-2%	·	2%	-4%	-9%
O=C(CN(Cc1ccc(Cl)cc1)C(=O)CNS(=O)(=O)c1ccccc1)NCC1CCCO1 (stereo not drawn)	-12%	21%	-0.8	-10%	-2%	5	1%	-1%	-15%
CCOC(=O)C1=C(C)NC(SC)=NC1c1ccccc1 (stereo not drawn)	5%	25%	-2.7	-11%	-4%	-11	-2%	4%	?
CCN(Cc1ccncc1)Cc1nc(Cc2ccccc2Cl)no1	-14%	-2%	0.2	12%	-1%	0	6%	-4%	-14%
CC(NCC1(N2CCOCC2)CCCCC1)C(=O)Nc1ccc(Cl)cc1Cl (stereo not drawn)	-7%	-3%	-2.4	-2%	-2%	1	-10%	-10%	-2%
CCCCN(C=O)c1c(CC)nc2ccc(C(=O)NCCCn3ccnc3)cn12	13%	-18%	-0.3	-12%	-4%	1	9%	4%	-5%
CCOC(=O)C[C@@H]1OC[C@H](C(C)C)N1S(=O)(=O)c1ccc(C)cc1	-14%	4%	-0.6	-14%	-5%	-3	4%	0%	-1%
CC(C)CC(COCc1ccc(Cl)cc1)N1CCN(C(=O)c2ccc(C(F)(F)F)cc2)CCC1=O (stereo not drawn)	-28%	?	-0.9	2%	8%	11	-13%	-13%	1%
C/C(N)=C(/C#N)C(=O)COC(=O)c1cc(S(=O)(=O)N2CCCCC2)ccc1C	5%	37%	-1.0	0%	-5%	0	9%	-11%	1%

# Following part
Compound	EPAC1 agonist	FUS suppressor	IL2 activator	Abeta rescue	aSyn rescue	PI5P4K alpha inh	EPAC1 antag	WRN inhibitor	PLK1 PBD inh
Cc1ccc(C)c(S(=O)(=O)Nc2ccc(C(=O)NCCCN(C)C)cc2)c1	8%	-2%	1.2	8%	-7%	0	6%	-4%	-3%
Cn1c2ccccc2c2cc(/C=N/NC(=O)c3ccc(O)cc3O)ccc21	7%	?	1.3	12%	6%	-62*	-14%	-19%	-2%
CC1CCCCN1C(=O)c1ccc(NC(=O)c2ccccc2Cl)cc1 (stereo not drawn)	-4%	-4%	1.5	1%	1%	1	-20%	-4%	-7%
O=C(O)c1ccc(COc2ccc(/C=N/NC(=O)c3cccs3)cc2)cc1	4%	?	4.9	-23%	-3%	·	-6%	-29%	?
CC(C)NC(=O)NC(=O)COC(=O)c1cccc(OC(F)F)c1	-8%	20%	0.8	24%	8%	0	-17%	7%	1%
Cc1cc(/C=C2\C(=N)N3N=CSC3=NC2=O)c(C)n1Cc1ccccc1	-7%	-1%	-0.1	-9%	-4%	-25	12%	-2%	-14%
CCOC(=O)C1CCN(Cc2cc(Cl)c3ccccc3c2O)CC1	7%	31%	-1.0	7%	-31%[inhibitor]	3	15%	-5%	?
CN(Cc1cc(=O)n2ccsc2n1)C1CCCCC1	-8%	·	-0.7	6%	2%	7	-8%	-18%	-10%
CCOc1nc(C)ccc1-c1noc(-c2ccco2)n1	-2%	-1%	-1.1	-15%	-8%	·	-5%	3%	-1%
CC(C)Cn1cc(Cl)c(=O)n(CC(C)C)c1=O	-4%	5%	2.5	1%	-1%	2	5%	1%	-1%
Nc1cccc2c1C(=O)N(CC(=O)NC13CC4CC(CC(C4)C1)C3)C2=O	7%	-13%	0.1	8%	-10%	3	-18%	11%	-19%
COc1cccc(OC)c1C(=O)Nc1ccc2c(c1)OCCO2	-3%	-8%	-0.3	0%	-6%	·	9%	12%	-1%
O=C(CN1C(=O)NC2(CCCC2)C1=O)Nc1cc(Cl)ccc1N1CCCC1	4%	·	-2.7	-5%	0%	-1	-19%	-32%	-13%
Clc1ccc(C2=CSC3=Nc4cccc5cccc(c45)N23)cc1	6%	35%	-1.6	-8%	10%	2	2%	-5%	?
Cc1ccc(CS(=O)(=O)Cc2ccc(C(=O)NCc3ccccn3)o2)cc1	-4%	4%	-0.6	12%	1%	·	3%	-1%[57.1 µM]	-2%
O=C(O)c1cccc(Nc2nc3ccccc3nc2NS(=O)(=O)c2ccc(F)cc2)c1	-7%	8%	0.5	-7%	-3%[1.84 µM]	-10	3%	-1%	?
CC(C)(C)CN1CCNC(=O)C1CC(=O)NC1Cc2ccccc2C1 (stereo not drawn)	7%	4%	0.3	2%	3%	7	7%	-8%	-12%
